# LDHA inh: inhibitors of human lactate dehydrogenase A; P00338; purified LDHA, NADH/diaphorase-resazurin fluorescence; active compounds read low; activity change, % (values are at about 110 or 230 µM); 0.15% of 480,000 active; in the data active = activity change below about -30%; inconclusive = mostly about -25% to -30%;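 note: plate controls were DMSO wells for no effect and wells without enzyme for full effect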
#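 Remaining NADH was detected by diaphorase (0.133 mg/mL) converting 37 µM resazurin to fluorescent resorufin, read at 0 and 20 minutes. The preceding 5-minute room-temperature reaction used 2 nM LDHA, 0.2 mM sodium pyruvate and 0.06 mM NADH at pH 7.4.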
# 12-LOX inh: ALOX12 (human) lipoxygenase inhibition. 1.1% of 580,000 active. purified 12hLO, xylenol orange hydroperoxide absorbance. Potency, µM (doses to about 108 µM), for the others: at the top dose activity change, negative = inhibition, hits mostly inhibitors. P18054. AID 1671190; note: potency is the fitted concentration of half-maximal effect; % is set by controls: 0 for no effect and ±100 for the full control effect
#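 Purified human 12hLO (150 nM final) in 25 mM Hepes, 0.01% Triton X-100, pH 7.0 was preincubated 15 min at room temperature with compound. Then 40 uM arachidonic acid was added, 30 min. Hydroperoxide was read by Fe-XO absorbance ratio 573/405 nm.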
# Glioma ERSR ind: induces the endoplasmic reticulum stress response in human glioma cells. Potency, µM, for the others: at the highest dose activation, actives largely listed as activators. U87-MG GRP78 promoter luciferase reporter, 16 h. 0.02% of 420,000 active; note: potency is the fitted concentration of half-maximal effect; series mostly up to about 76 µM; % of control where 0% means no effect; nearly all actives have a fitted effect of over 35% in size
#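 ERSR induction read as luciferase luminescence (Bright-Glo, 10 min at room temperature) in stably transfected human U87-MG glioma cells exposed to compounds for 16 h, using GRP78 as sensor.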
# D2 antagonist: D2 dopamine receptor (human) antagonism; P14416; AID 485344; 2% of 340,000 active; HEK293 TREx D2 cells, calcium flux, dopamine EC80; inhibition, % at 10 µM; in the data active = inhibition above about 30%; note: 0% is about no effect
# Target sequence (P14416 whole entry, looked up): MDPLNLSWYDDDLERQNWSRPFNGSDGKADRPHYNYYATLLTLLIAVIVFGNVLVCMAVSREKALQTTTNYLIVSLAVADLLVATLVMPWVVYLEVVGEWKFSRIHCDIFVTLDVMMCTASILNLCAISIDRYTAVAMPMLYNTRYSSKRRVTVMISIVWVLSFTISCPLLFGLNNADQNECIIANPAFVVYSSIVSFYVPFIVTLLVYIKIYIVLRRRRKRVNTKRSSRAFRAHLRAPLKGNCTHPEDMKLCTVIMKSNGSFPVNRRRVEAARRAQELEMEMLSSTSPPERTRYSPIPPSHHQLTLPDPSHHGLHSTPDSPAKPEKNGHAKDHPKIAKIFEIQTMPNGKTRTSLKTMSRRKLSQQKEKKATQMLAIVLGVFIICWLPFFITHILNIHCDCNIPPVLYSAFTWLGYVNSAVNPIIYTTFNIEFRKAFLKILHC
#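 Read-out: kinetic calcium fluorescence (1 cycle/s) in inducible HEK293 T-REx D2 cells after an EC80 dopamine addition that followed 180 s compound preincubation. Loss of the dopamine response indicates antagonism.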
# Vif-A3G inh: Vif-A3G binding inhibition | HeLa A3G-eYFP + Vif (tagged APOBEC3G with the HIV-1 protein that degrades it), YFP fluorescence, overnight | Potency, µM (top dose mostly 46.1 µM), for the others: at the top dose activity, negative = active, actives largely listed as inhibitors | 0.076% of 410,000 active;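 note: potency is the fitted concentration of half-maximal effect; % is set by controls: 0 for no effect and ±100 for the full control effect; nearly all actives have a fitted effect of over 60% in size; hits raise eYFP signal because A3G escapes Vif-driven loss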
# Target sequence (Q9HC16 whole entry, looked up): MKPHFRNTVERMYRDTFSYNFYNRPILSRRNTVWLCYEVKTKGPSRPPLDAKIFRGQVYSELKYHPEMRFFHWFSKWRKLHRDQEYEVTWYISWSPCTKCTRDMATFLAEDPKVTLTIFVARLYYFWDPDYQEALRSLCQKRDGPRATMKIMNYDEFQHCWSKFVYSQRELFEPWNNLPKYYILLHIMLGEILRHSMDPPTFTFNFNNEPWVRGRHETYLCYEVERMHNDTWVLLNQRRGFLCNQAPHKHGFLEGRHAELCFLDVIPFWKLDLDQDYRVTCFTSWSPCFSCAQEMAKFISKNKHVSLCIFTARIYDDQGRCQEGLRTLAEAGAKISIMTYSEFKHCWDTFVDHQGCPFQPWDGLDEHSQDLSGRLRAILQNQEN
#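 HeLa cells stably expressing Vif and C-terminally eYFP-tagged A3G, seeded overnight at 37 deg C, then exposed to compound by pintool overnight at 37 deg C. Rise in yellow fluorescence (Ex 488/Em 500-530, Acumen) marks blocked Vif-driven A3G degradation.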
# Vif-A3F inh: inhibitors of Vif-A3F interaction | Potency, µM (highest dose often 46.1 µM), without a hit: at the highest dose activity, negative = active | AID 602313 | HeLa A3F-eYFP + Vif (tagged APOBEC3F with the HIV-1 protein that degrades it), YFP fluorescence increase | 0.2% of 390,000 active; note: potency is the fitted concentration of half-maximal effect; % of control where 0% means no effect; nearly all actives have a fitted effect of over 65% in size
#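 Fluorescence increase (Ex 488/Em 500-530) after overnight compound treatment at 37 deg C flags inhibition of Vif-driven A3F-eYFP loss in stable HeLa A3F-eYFP/Vif cells seeded overnight beforehand.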
# RGS4 inhibitor: human RGS4 inhibition; P49798; AID 504845; Potency, µM (series often up to 114 µM), for inactives: top-dose activity change, negative = inhibition, actives largely listed as inhibitors; Transcreener GDP fluorescence polarization, RGS4-accelerated GTP hydrolysis; 0.039% of 390,000 active; note: potency is the fitted concentration of half-maximal effect; % is set by controls: 0 for no effect and ±100 for the full control effect; nearly all actives have a fitted effect of over 75% in size; some results filed as inactive show a strong effect at the top dose
# Target sequence (P49798 whole entry, looked up): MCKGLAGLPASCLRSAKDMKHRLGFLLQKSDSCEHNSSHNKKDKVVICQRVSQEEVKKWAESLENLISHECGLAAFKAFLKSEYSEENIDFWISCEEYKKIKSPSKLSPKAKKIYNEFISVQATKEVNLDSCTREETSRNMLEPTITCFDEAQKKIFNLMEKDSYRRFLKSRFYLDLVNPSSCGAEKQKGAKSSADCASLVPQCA
#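 MLSMR compounds (23 nl, pin-transferred) preincubated 10 min at room temperature with a 500nM (2x) first reagent, then RGS4 at 900nM (2x) plus Transcreener GDP mix added; fluorescence polarization (620/688 nm) read before and after 90 min at 30 °C.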
# D2 agonist: agonists of human D2 dopamine receptor; P14416; HEK293 T-REx D2 cells, calcium flux agonist mode; activation, % at 2 µM; 0.53% of 340,000 active; AID 485358;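 active = activation over 3 SD above normal in the single-dose calcium agonist read, cut at about 30% in these data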; note: 0% is about no effect
#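 Tetracycline-induced HEK293 T-REx cells with force-coupled D2 receptor, plated overnight at 30 C, loaded with no-wash calcium dye. After a 10 s baseline, compound was pin-added and calcium flux read kinetically for 180 s; calcium rises flagged agonists.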
# ERG-DNA inh: ERG Ets/DNA interaction inhibition. fluorescence polarization, His-ERG Ets domain / labelled DNA. P11308. Potency, µM (doses to about 76.9 µM), without a hit: at the top dose FP activity, negative = inhibition, usual class: inhibitors. 0.028% of 370,000 active. AID 624246; active = well fitted inhibition curve with a large enough effect in the polarisation, with a control signal flat; inconclusive = small, poorly fitted or top-dose-only effect, or effect the other way, or a change in a side signal; inactive = no such curve, though single readings can be large or run the other way; the % refers to the polarisation;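 note: polarization taken with two DNA probes labelled with fluorescein and Texas red; potency is the fitted concentration of half-maximal effect; % of control where 0% means no effect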
#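 His-tagged ERG Ets domain (1 uM in the protein solution; 300mM KCl, 50mM Tris-HCl, 1mM EDTA, 1mM DTT, pH 7.5) received compound, then a probe mix of 5 nM fluorescein-DNA and 100nM Texas-615-DNA. Fluorescence polarization was read for both dyes.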
# * hit, by the source's call; i = inactive; ? = inconclusive; . = not tested or not shown; & = joins results of further samples; [ ] = another dose, or the depositor's remark. Unless noted, calls come from the whole dose curve; as a rule, active = well fitted curve in the direction sought with a large enough effect; inconclusive = small, poorly fitted or top-dose-only effect, or another doubt; inactive = no such curve, though single readings can be large; an effect the other way counts as inactive or inconclusive. Only part of the results is shown (hit frequency here may not be typical).
# Value order: LDHA inh	12-LOX inh	Glioma ERSR ind	D2 antagonist	Vif-A3G inh	Vif-A3F inh	RGS4 inhibitor	D2 agonist	ERG-DNA inh
1	CCC(C)NC(=O)c1ccc(NS(=O)(=O)c2ccc3[nH]c(=O)[nH]c3c2)cc1 (stereo not drawn)
  -7.5	0.2%	3.9%	.	-1.8%	-15.3%	-2.0%	.	13.3%
2	Cc1ccc(NC(=O)CCn2cnc3ccccc3c2=O)cc1Cl
  -7.2	-2.1%	-1.6%	-5.9	-4.0%	-15.3%	3.4%	-0.1	2.6%
3	O=C(NCc1ccc(N2CCCC2=O)cc1)c1ccc(F)cc1
  -5.6	-2.1%	-6.0%	18.3	-0.3%	0.1%	-45.4%	-3.4	3.0%
4	Cc1ccc(NC(=O)CCC(C(=O)O)N2C(=O)c3ccccc3C2=O)cc1 (stereo not drawn)
  0.1	1.4%	-1.5%	16.6	0.7%	2.3%	-1.0%	0.3	-3.5%
5	CN(CCOc1ccccc1)C(=O)C1CCC(=O)N(CCN2CCOCC2)C1 (stereo not drawn)
  -6.8	0.7%	-8.2%	-26.0	-0.5%	-30.6%	15.4%	1.2	-4.4%
6	Cc1ccc(S(=O)(=O)N(C)c2ccc3ccccc3c2)cc1
  -2.2	-3.6%	3.4%	-4.4	-15.1%	-2.5%	-0.3%	-0.6	21.0%
7	COc1cccc(/C=N/NC(=O)Cn2nc(C)c([N+](=O)[O-])c2C)c1O
  8.4	-10.5%	-6.2%	7.5	-8.0%	4.3%	19.6%	0.4	9.7%
8	O=C(OC(C(=O)NCC1CCCO1)c1ccccc1F)c1ccco1 (stereo not drawn)
  -6.3	9.0%	3.0%	-6.2	-1.5%	4.1%	3.9%	0.3	9.5%
9	Cc1n[nH]c(=O)n(N=Cc2cccs2)c1=O
  -4.9	-7.1%	-2.5%	.	4.1%	1.2%	.	.	.
10	COc1ccc(C(C#N)Nc2ccc(C)cc2)cc1 (stereo not drawn)
  -2.2	0.5%	6.0%	2.5	0.3%	0.6%	-30.1%	0.2	-2.7%
11	Oc1c(C(c2ccccc2Cl)N2CCN(Cc3ccccc3)CC2)sc2nc(-c3ccco3)nn12 (stereo not drawn)
  -3.3	-2.0%	-3.0%	.	-4.3%	-8.1%	-4.3%	-0.8	-11.4%
12	O=C(CSc1ccc(-c2ccccc2)nn1)NC1CCCCC1
  -6.6	1.5%	-1.2%	-13.0	0.1%	0.4%	-15.8%	-4.0	-8.2%
13	COC(=O)C1=C(N)Oc2cc(C)n(Cc3cccnc3)c(=O)c2C1c1ccc(OC)c(OC)c1OC (stereo not drawn)
  1.7	11.4%	-3.4%	-0.7	0.2%	0.9%	-4.5%	0.5	-4.5%
14	COC1CCCN(Cc2c(C(=O)N3CCc4ccccc4C3)nc3ccc(Cl)cn23)C1 (stereo not drawn)
  -13.1	2.1%	-1.9%	10.7	-0.8%	-8.1%	22.8%	-0.2	2.6%
15	Nc1ccc2c(c1)N=[N+]([O-])c1cc(N)ccc1C2
  -1.2	5.0%	-3.5%	.	-1.7%	1.1%	30.1%	.	-13.9%
16	CCCCn1c(N)c(Br)c(=O)[nH]c1=O
  -2.1	-0.6%	-5.8%	-2.7	1.5%	5.2%	11.2%	0.8	11.9%
17	CC(C)c1nc(-c2c(N)n(C)c(=O)n(C)c2=O)sc1C(=O)C(C)(C)C
  -3.8	0.0%	-3.9%	-4.2	-2.6%	.	-9.3%	0.7	3.6%
18	CC1CCC(NC(=O)c2cc3ccccc3cc2O)CC1 (stereo not drawn)
  0.7	-20.1%	5.6%	-17.9	3.0%	3.4%	-5.6%	-0.9	17.1%
19	CCOC(=O)N/N=C/c1cn(CCCOc2ccccc2)c2ccccc12
  -5.5	-1.6%	-5.2%	-3.4	0.4%	6.7%	-0.7%	0.2	-2.8%
20	COCCN1CCC(CNCc2cn(-c3cc(C)ccc3C)nc2-c2ccccc2)C1 (stereo not drawn)
  -0.5	-8.3%	-0.7%	-13.4	-0.5%	2.0%	-7.5%	1.0	3.2%

# New compounds follow.
# Value order: LDHA inh	12-LOX inh	Glioma ERSR ind	D2 antagonist	Vif-A3G inh	Vif-A3F inh	RGS4 inhibitor	D2 agonist	ERG-DNA inh
21	CCn1c(SCC(=O)Nc2nccs2)nnc1-c1cc2cccc(OC)c2o1
  -0.7	-2.5%	-3.7%	-10.7	-4.2%	3.3%	-7.3%	-2.9	8.4%
22	CCOC(=O)N1CCN(C(=O)c2ccc3nc(SCc4ccc(F)cc4)n(C)c3c2)CC1
  2.0	147.7%[activator]	-0.5%	.	5.0%	-5.8%	-8.4%	.	4.2%
23	C/C(=C/c1ccccc1)C(=O)N1CCC(C)CC1
  2.3	0.0%	13.0%	15.7	-3.3%	3.1%	11.1%	0.4	1.8%
24	CC(=O)C(C(C)=O)C1(O)C(=O)c2ccccc2C1=O
  2.3	?	-1.6%	0.6	-1.1%	-10.6%	-34.7%	2.5	-0.2%
25	CN1CCN(NS(=O)(=O)c2ccc(Cl)s2)CC1
  -4.5	-8.3%	0.9%	-25.2	-1.2%	5.0%	?	1.3	-11.6%
26	CC1(C(=O)Nc2ccc3c(c2)OCO3)CCN1C(=O)Cc1ccc(-c2ccccc2)cc1 (stereo not drawn)
  1.8	-10.8%	0.9%	.	0.3%	.	.	.	.
27	c1ccc2c(c1)oc1c(NCCCn3ccnc3)ncnc12
  -4.5	?	0.3%	.	2.2%	-2.5%	-22.8%	.	1.5%
28	COc1ccc(Cl)cc1NC(=O)CSc1nnc2[nH]c(=O)cc(-c3ccccc3)n12
  -0.8	3.3%	-2.6%	.	-2.0%	0.8%	-35.6%	.	11.0%
29	Cc1ccc(Sc2ccc(C(=O)N(C)C)cc2[N+](=O)[O-])cc1
  -3.5	-16.3%	-0.9%	-3.8	-0.9%	-3.4%	20.3%[56.9 µM]	0.1	-6.8%
30	CCN(CC)CCCN1C(=O)C(=O)/C(=C(/O)c2ccc3c(c2)OCCO3)C1c1ccco1 (stereo not drawn)
  6.0	?	-1.6%	-8.0	-1.2%	2.6%	17.5%	-0.1	-3.9%
31	CCN(CC)S(=O)(=O)c1ccc(Cl)c(C(=O)Oc2cccnc2)c1
  -2.4	0.0%	?	-3.5	-7.0%	4.4%	-21.7%	-0.5	-1.8%
32	COc1ccc(CCNC(=O)c2cccc(NS(=O)(=O)c3ccccc3F)c2)cc1OC
  -3.6	i	-4.8%	-5.6	-6.3%	4.0%	-8.3%	-0.7	-10.7%
33	CCOC(=O)CSc1nc2c(c(=O)n(C)c(=O)n2C)n1Cc1ccccc1F
  -0.3	-3.7%	-5.1%	5.1	0.8%	3.2%	-7.1%	-1.9	7.3%
34	CCN1C(=O)/C(=C\c2cn(CCC#N)nc2-c2ccc(F)cc2)SC1=S
  0.1	?	-5.1%	12.1	-1.2%	0.5%	3.0%[11.4 µM]	1.9	12.0%
35	CN(c1ccccc1)S(=O)(=O)c1ccc2c(c1)oc(=O)n2C
  -3.8	-15.2%	-1.9%	-6.6	-20.8%	-11.2%	-14.6%	-1.5	3.7%
36	Nc1ccc(S(=O)(=O)Nc2nccc(/C=C/c3cccc([N+](=O)[O-])c3)n2)cc1
  0.0	?	-2.0%	.	-7.2%	-2.1%	.	.	.
37	COc1ccc(NC(=O)N2CCC(n3nnc4cc(C)ccc43)CC2)cc1
  0.1	0.0%	-0.7%	-1.4	-6.8%	0.4%	11.9%[11.4 µM]	0.0	-6.8%
38	CC(C)(Oc1ccc(Cl)cc1)C(=O)NCc1n[nH]c(=O)c2ccccc12
  -3.8	4.1%	-0.8%	10.3	0.1%	?	2.5%	-0.4	-1.9%
39	COc1ccc(C(=O)Nc2nc3c(s2)Cc2cc(OC)ccc2-3)cc1
  21.6&-2.6	?	-0.2%&-5.5%	5.2	3.7%&-15.7%	-6.7%	-40.9%&-18.5%	0.5&-0.2	-7.5%&-6.2%
40	CCOc1cc(CNS(=O)(=O)c2ccc3c(c2)CC(=O)N3C)cc(OCC)c1OCC
  -0.2&-1.3	5.2%&-10.5%	0.3%&-2.7%	-3.1	-4.7%&2.1%	4.8%&1.4%	-17.4%[56.9 µM]	-0.6&-0.3	-22.1%&-3.2%

# Next part:
# Value order: LDHA inh	12-LOX inh	Glioma ERSR ind	D2 antagonist	Vif-A3G inh	Vif-A3F inh	RGS4 inhibitor	D2 agonist	ERG-DNA inh
41	Cc1cc(C)nc(Oc2ccc(Br)cc2Br)n1
  -4.9	-7.8%	-3.0%	-2.1	2.8%	-2.8%	-40.6%	0.2	-7.0%
42	CC(=O)NCCC1CCN(C(=O)c2cc(COc3ccc(C)nc3)on2)CC1
  -1.3	0.4%	-3.6%	.	1.9%	1.8%	28.9%	.	3.3%
43	CCc1nc2ccc(C(=O)Nc3cccc(NS(C)(=O)=O)c3)cn2c1N(C)Cc1nccn1C
  -6.0	7.7%	-3.9%	.	-1.1%	.	.	.	.
44	CC(=O)Nc1cccc(-c2ccnc3c2CC(C)(C(=O)NCCN(C)C)O3)c1 (stereo not drawn)
  -6.6	-6.0%	-2.5%	.	0.6%	.	.	.	.
45	O=S(=O)(c1ccccc1)c1nc(-c2ccco2)oc1N1CCCCCC1
  -3.0	?	-8.1%	11.8	0.4%	-15.5%	-58.9%[11.4 µM]	0.4	-13.6%
46	O=C(CN(C(=O)CCC(=O)Nc1nccs1)c1ccccc1F)NCCc1ccccc1
  2.3	-2.8%	-5.1%	-18.8	-2.1%	-4.5%	-8.5%	1.3	8.5%

# Compound activity: PubChem, National Center for Advancing Translational Sciences (NCATS)
